M. tuberculosis GlmU – inhibition of mycobacterial GlmU enzyme – biochemical, glucosamine-1-phosphate acetyltransferase (AID 1376) | actives 0.25% (n = 220,000) | M. tuberculosis GlmU acetyltransferase enzyme assay; higher % means a stronger effect | inhibition, %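 (tested at 30 µM in the primary screen)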, or IC50 in µM where a hit was titrated; in the data active means inhibition above about 13%; inconclusive means no clear call, values can overlap the other calls;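 further: 0% = complete reaction with vehicle and 100% = reaction without substrate; strong numbers were not always called active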
Mtb RmlCD inh – M. tuberculosis RmlC/RmlD inhibition; inhibition, % at 3.6 µM; RmlC+RmlD coupled enzyme assay, percent inhibition; primary screen in compound mixtures; AID 1533; P9WH09+P9WH11; actives 0.03% (n = 160,000); in the data active means inhibition mostly above about 34%, no sharp cut-off; inconclusive means no clear call, values can overlap the other calls; inactive means mostly below about 22%; further: some results filed as inactive read as strong as hits
Target sequence (P9WH09 whole entry, looked up): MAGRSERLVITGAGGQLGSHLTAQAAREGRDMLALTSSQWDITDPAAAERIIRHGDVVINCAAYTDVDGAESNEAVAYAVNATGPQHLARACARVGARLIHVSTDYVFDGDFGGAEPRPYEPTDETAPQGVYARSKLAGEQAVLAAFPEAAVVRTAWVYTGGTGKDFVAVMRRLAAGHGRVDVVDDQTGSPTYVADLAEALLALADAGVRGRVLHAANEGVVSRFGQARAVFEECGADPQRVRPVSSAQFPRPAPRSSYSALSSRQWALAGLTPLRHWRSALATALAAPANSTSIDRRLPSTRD
Target sequence (P9WH11 whole entry, looked up): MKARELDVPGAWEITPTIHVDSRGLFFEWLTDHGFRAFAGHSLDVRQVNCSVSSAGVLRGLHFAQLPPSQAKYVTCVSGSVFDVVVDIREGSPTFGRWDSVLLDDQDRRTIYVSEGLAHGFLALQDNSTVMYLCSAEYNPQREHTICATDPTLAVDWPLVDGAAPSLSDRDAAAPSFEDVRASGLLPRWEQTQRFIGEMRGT
* = called active by the depositor; u = inconclusive; x = not tested or not shown.

structure | Mtb RmlCD inh | M. tuberculosis GlmU
CC(C)[C@H](NC(N)=O)C(=O)Nc1ccc(OCc2ccccc2)cc1 | 5 | 6.9%
CN1CCN(c2ccc(S(=O)(=O)N3CCCCC3)cc2NC(=O)Cc2ccccc2F)CC1 | 6 | -0.6%
CCOC(=O)c1ccc(NS(=O)(=O)N2CCCCCC2)cc1 | -20 | 1.3%
O=S(=O)(NCc1cccnc1)c1cc(Cl)ccc1Cl | 4 | 1.5%
N#Cc1cc(-c2ccc(Cl)cc2)cnc1Sc1ccccc1 | 16 | 4.8%
Nc1cc(N)nc(SCCOc2ccccc2)n1 | x | -2.5%
COCc1cc(C)nc(SCC(=O)Nc2ccccc2C)c1C#N | -8 | 2.6%
O=C(NN=C1CCCCCCC1)c1ccc(F)cc1 | x | -3.4%
Cc1ccc(-c2cccc(C3CC=CC4C3C(=O)N(Cc3ccccc3)C4c3cc(C)ccc3F)c2)cc1 (stereo not given) | x | -2.9%
CCCC(=O)c1ccc(N2CCN(S(=O)(=O)c3ccccc3)CC2)c(F)c1 | x | -1.7%
Cc1ccc(-c2cn(S(=O)(=O)c3cccc([N+](=O)[O-])c3)nc2N)cc1 | 2 | 1.0%
Cc1ccc(-n2c(O)c(/C=N/NC(=O)c3ccncc3)c(=O)[nH]c2=O)cc1C | 14 | 8.6%
O=C(N/N=C/c1ccncc1)c1cnccn1 | -12 | -1.9%
COc1ccc(Nc2nc(-c3c[nH]c4ccccc34)cs2)cc1 | 13 | -5.3%
C/C(=N\NC(N)=O)C1CC(CC(C)C)C(=O)O1 (stereo not given) | 12 | -5.1%
Cc1nnc(SCC(=O)O)s1 | 8 | 7.2%
CC1CCCN(CC(=O)N2c3ccccc3Sc3ccccc32)C1 (stereo not given) | 2 | 1.2%
O=C(CCS(=O)(=O)c1ccc(Cl)cc1)N1CCN(S(=O)(=O)c2cccs2)CC1 | x | 6.5%
CCN1CCN(C(=O)c2ccc3c(c2)S(=O)(=O)c2ccccc2C3=O)CC1 | 0 | 2.3%
CC(C)Nc1nc(Cl)nc(NCCOc2ccccc2)n1 | -5 | 3.4%
Cc1ccc(S(=O)(=O)NCc2ccc(C(=O)N3CCN(c4ccccn4)CC3)cc2)cc1 | x | -1.1%
CCOC(=O)C1CCN(C(=O)/C=C/c2ccccc2)CC1 | -9 | 1.7%
O=C(NC1CCCCC1)C1(c2ccccc2)CC1(Cl)Cl (stereo not given) | -5 | -5.1%
O=C(NCc1cccc(C(F)(F)F)c1)C1CCN(c2ncccn2)CC1 | x | -1.6%
O=C(Nc1ccc2oc(-c3ccncc3)nc2c1)c1c(F)c(F)c(F)c(F)c1F | -8 | -0.2%

structure | Mtb RmlCD inh | M. tuberculosis GlmU
COc1ccccc1CC(=O)N(CCC#N)CCC#N | x | -4.1%
CC(=O)c1cc(F)c(N2CCN(C(=O)COc3ccccc3F)CC2)cc1C | x | 1.6%
Cc1ccc(-c2cc(C(=O)N3CCN(c4ncccn4)CC3)c3ccccc3n2)cc1 | -8 | 3.3%
N#Cc1ccccc1NC(=O)COC(=O)c1ccc2c(c1)OCCO2 | -4 | -1.9%
CCC(=O)N1CCN(c2ccc(NC(=O)c3ccc(-c4ccccc4)cc3)cc2)CC1 | -7 | x
CC1CCCN(C2=C(Cl)C(=O)N(c3cccc(Cl)c3)C2=O)C1 (stereo not given) | -6 | -4.2%
Cc1ccccc1NC(=S)/C(=C(\[O-])c1cc(C)n(Cc2ccccc2Cl)c1C)[n+]1ccccc1 | 0 | 4.0%
CC12CN3CCN(CC(C3)/C1=N\NC(=O)Nc1cccc(Cl)c1)C2 | -8 | -4.8%
COCCNC(=S)N/N=C(\C)c1ccc(O)cc1 | -10 | -5.0%
CCCOC(=O)c1ccc(NC(=O)c2cnccn2)cc1 | x | -0.7%
NC(=O)c1nn(-c2ccccc2)nc1NC(=O)CN1CCOCC1 | 8 | 0.2%
CCN1CCN(c2nc3ccccc3nc2C(C#N)S(=O)(=O)c2ccc(C)c(C)c2)CC1 (stereo not given) | 3 | x
COc1ccc(NC(=O)CN(Cc2ccccc2)S(C)(=O)=O)c(OC)c1 | -6 | -5.1%
Cc1cccc(OCCNC(=O)c2cncc(Br)c2)c1 | 1 | 0.9%
O=C1CC(c2ccccc2)CC(O)=C1C=NC1CCCC1 (stereo not given) | -4 | 1.3%
COc1ccccc1C/C(N)=N/OC(=O)c1ccc(C)c([N+](=O)[O-])c1 | -2 | 1.0%
O=C(CC1C(=O)NCCN1Cc1ccc(-c2ccccc2)cc1)NCCCn1ccnc1 (stereo not given) | 9 | -6.7%
O=C(CSc1nnc(COc2ccccc2F)n1-c1ccccc1)NC1CCS(=O)(=O)C1 (stereo not given) | 6 | -1.9%
O=C(CSc1nc2ccsc2c(=O)n1-c1ccccc1)N1CCCC1 | 8 | -1.9%
CCOC(=O)c1c(C)nn(Cc2cccc(Cl)c2)c1N | x | -2.1%
O=C(Cn1c(=O)oc2cc(S(=O)(=O)N3CCCCC3)ccc21)N1CCc2ccccc2C1 | 5 | 1.9%
CC(C)N(C(=O)CSc1nc2ccccc2c(=O)[nH]1)C(C)C | 1 | 1.4%
Cc1nc(-c2ccccc2)sc1C1(C)CC(c2cccnc2)=NO1 (stereo not given) | x | 2.2%
CN(C)CCCOC(=O)COc1ccc(C(C)(C)C)cc1 | 1 | 0.8%
CN(C)CCN(Cc1cc2cc3c(cc2[nH]c1=O)OCO3)C(=S)NCc1ccco1 | 1 | -8.4%

Filtered by structure: those above containing an aryl thioether with sulfur outside any ring (7)
structure | Mtb RmlCD inh | M. tuberculosis GlmU
N#Cc1cc(-c2ccc(Cl)cc2)cnc1Sc1ccccc1 | 16 | 4.8%
Nc1cc(N)nc(SCCOc2ccccc2)n1 | x | -2.5%
COCc1cc(C)nc(SCC(=O)Nc2ccccc2C)c1C#N | -8 | 2.6%
Cc1nnc(SCC(=O)O)s1 | 8 | 7.2%
O=C(CSc1nnc(COc2ccccc2F)n1-c1ccccc1)NC1CCS(=O)(=O)C1 (stereo not given) | 6 | -1.9%
O=C(CSc1nc2ccsc2c(=O)n1-c1ccccc1)N1CCCC1 | 8 | -1.9%
CC(C)N(C(=O)CSc1nc2ccccc2c(=O)[nH]1)C(C)C | 1 | 1.4%

Continuation.
structure | Mtb RmlCD inh | M. tuberculosis GlmU
CC(O)/C=C/C1OC(=O)CC1Nc1ccc(C=O)cc1 (stereo not given) | 4 | -0.6%
Cc1ccc(Cl)cc1NC(=O)CCn1cccc1 | x | 3.2%
O=C(N/N=C/C(Cl)=C/c1ccc([N+](=O)[O-])cc1)C(=O)Nc1ccc(C(=O)O)cc1 | x | -3.6%
O=C(Nc1ccc(N2CCOCC2)cc1)c1cc2c(s1)CCCCC2 | x | -2.8%
O=[N+]([O-])/C(C(=C(Cl)Cl)N1CCN(Cc2ccccc2)CC1)=C1\NCCN1Cc1ccc(Cl)nc1 | 1 | -5.0%
CCCS(=O)(=O)N1CCCC(C(=O)NC2CCCC(C)C2C)C1 (stereo not given) | -10 | 0.0%
C[N+]1(CC(COCc2ccccc2)OC(=O)Cc2ccccc2)CCOCC1 (stereo not given) | x | 5.6%
CCOC(=O)CN1CC23C=CC(O2)C(C(=O)Nc2ccc(F)c(C)c2)C3C1=O (stereo not given) | 9 | -0.8%
Cc1ccc(NC(=O)c2cc(NC(=O)c3ccco3)ccc2N2CCCCC2)cc1 | -4 | 3.4%
COc1ccccc1NC(=O)C12CCC(C)(C(=O)C1)C2(C)C (stereo not given) | -10 | -2.9%
CCOC(=O)c1c(C)oc2ccc(OCC(=O)N(CC)CC)cc12 | -2 | 0.3%
Cc1nc2c(c(=O)c3ccccc3n2C)c(=O)n1-c1ccccc1 | 23 | 4.7%
CC1(C)CC(=O)C(C(=O)C2CCN(S(=O)(=O)c3ccccc3)CC2)C(=O)C1 | x | 1.5%
Cc1cccc(NC(=O)CSc2nnc(-c3ccccc3Br)o2)c1C | x | -1.3%
COCCCNC(=O)C1CCN(c2ccc(N3CCOCC3)nn2)CC1 | 2 | 5.2%
CC(C)c1nc2sc3c(SCC(=O)NCc4ccco4)ncnc3c2c2c1CCC2 | -10 | -5.7%
O=C(O)c1c(Cl)nc2ccccn12 | -8 | 5.1%
Cc1ccc(Cc2c(C)c(C#N)c3[nH]c4ccccc4n3c2=O)cc1 | -1 | 2.5%
Cc1ccc(C)c(N=Cc2cc3c(cc2[N+](=O)[O-])OCO3)c1 | 3 | 6.3%
Cc1cc2c(cc(C(=O)NCc3cccnc3)n2Cc2ccc(Cl)cc2)o1 | -3 | -7.5%
CCOCCCNC(=O)CN(Cc1ccc(Cl)cc1)S(C)(=O)=O | 12 | 2.3%
Cc1nc2cc(NC(=O)NCc3ccc4c(c3)OCO4)ccc2o1 | 5 | 0.0%
Cn1c(=O)c2c(nc(/C=C/c3cccc(Cl)c3)n2C)n(C)c1=O | x | 6.1%
NC(=O)C1CCN(c2ccc3c(c2)S(=O)(=O)c2ccccc2C3=O)CC1 | x | 4.5%
CCCOC(=O)c1ccc(NC(=O)c2ccc(Br)o2)cc1 | -11 | -0.1%

structure | Mtb RmlCD inh | M. tuberculosis GlmU
Cc1cc(-c2cc(C(=O)NCc3ccccc3)on2)nc(S(C)(=O)=O)n1 | 3 | 0.9%
Oc1cc(Cc2ccccc2)cnc1CN1CCOCC1 | 16 | 6.9%
Cc1cc2c(o1)CC(C)(C)CC2=O | 4 | 1.9%
CC(NC(=O)CN1CCN(c2ncccn2)CC1)c1ccc(F)cc1 (stereo not given) | x | -2.0%
CCCNC(=S)Nc1ccc(F)cc1F | -2 | -3.3%
O=C(c1cccc(F)c1)N1CCCN(C(=O)c2cccc(F)c2)CC1 | -5 | -1.9%
Nc1ccccc1Nc1cccc(C(F)(F)F)c1 | 22 | -7.0%
COc1ccc(C2C(C#N)=C(N)OC3=C2C(=O)CCC3)cc1Cn1cc([N+](=O)[O-])cn1 (stereo not given) | -1 | -7.0%
CCc1cc[n+](-c2nc3ccccc3nc2[N-]S(=O)(=O)c2ccc(Br)s2)cc1 | -7 | 5.2%
O=C(CCN1C(=O)S/C(=C/c2ccc(Cl)cc2)C1=O)N1CCOCC1 | -10 | 6.7%
Cc1ccc(-n2c(C)n[nH]c2=S)cc1C | -8 | 2.2%
CCc1ccc(NS(=O)(=O)c2cccs2)cc1 | -12 | -9.5%
COc1ccc(-c2cc(C(F)F)n3ncc(C(=O)N4CCCc5ccccc54)c3n2)cc1 | 29 | -2.7%
COc1ccccc1NC(=O)Cn1c(CCC(=O)O)ccc1-c1ccc(C)cc1 | 4 | 6.5%
Oc1ccc(-c2onc(C(F)(F)F)c2-c2cscn2)c(O)c1 | x | 0.4%
Cc1ccc(/C=C(\C#N)C(=O)NCc2ccco2)o1 | 1 | -1.5%
Cc1ccc(-n2c(=O)c(C#N)cc3c(=O)n4ccccc4nc32)cc1 | -4 | 3.6%
CCOc1ccc(NC(=O)c2cccc(OC(=S)N3CCC(C)CC3)c2)cc1 | x | -3.4%
O=C(NCc1cccnc1)c1cnc2n(c1=O)CCS2 | x | 1.4%
Cc1cc(=O)[nH]c(SCC(=O)C23CC4CC(CC(C4)C2)C3)c1C#N | x | 4.1%
O=C(O)c1cccc(N2CCCC2=O)c1 | 12 | 4.0%
CC(C)C(=O)N1CCN(CCN=CC2=C(O)CC(c3ccco3)CC2=O)CC1 (stereo not given) | -7 | -3.7%
CN(Cc1nc(-c2cnccn2)no1)Cc1cccc2ccccc12 | 2 | 6.6%
Cc1ccc(NC(=O)COC(=O)c2csc3c2CCC(C)C3)cc1S(=O)(=O)N1CCCCC1 (stereo not given) | 3 | 1.9%
COc1cccc(CNc2nc3nc(C)c(Cl)c(C)n3n2)c1 | -8 | 2.4%

structure | Mtb RmlCD inh | M. tuberculosis GlmU
C=CCNC(=S)NNc1nc(Nc2ccccc2)nc(N2CCCCC2)n1 | -8 | -0.1%
CN(C)NC1=CC(=[N+]2CCCC2)CC(C)(C)C1 | 4 | -4.8%
CC1CN(C(=O)CN2C(=O)c3ccccc3C2=O)CC(C)O1 (stereo not given) | x | 3.2%
CCCCOC(=O)c1nnc(-c2ccccc2)o1 | x | 0.3%
COc1ccc(-n2c(=S)[nH]c3c(sc(=S)n3-c3ccccc3)c2=O)c(OC)c1 | -10 | 3.1%
CCOC(=O)C1=C(C)N(CCCC(=O)O)C(=O)NC1c1ccccc1OS(=O)(=O)c1ccc(C)cc1 (stereo not given) | x | 5.1%
CCOC(=O)C1CCCN(Cc2cccc(Cl)c2)C1 (stereo not given) | 6 | -0.8%
CN1CCN(C(=O)c2cccc(S(=O)(=O)N3CCCCC3)c2)CC1 | x | 5.6%
CS(=O)(=O)N(CC(=O)N1CCN(c2ccccc2F)CC1)c1cccc(C(F)(F)F)c1 | x | 8.9%
CC(C)(C)NC(=O)NC(=O)COC(=O)c1c(F)cccc1Cl | 4 | -4.5%
O=Cc1cccn1-c1cccnc1 | -15 | -0.1%
O=C(CN1CCN(c2nc(-c3ccccc3)cs2)CC1)Nc1ccc2c(c1)OCO2 | x | -0.5%
CCOc1cc(S(=O)(=O)NCc2ccco2)c(OCC)cc1-n1cnnn1 | u | -4.5%
Cc1cccc(NC(=S)N=Nc2c(O)n(CN3CCOCC3)c3ccccc23)c1C | 9 | 4.8%
CCOP(=O)(OCC)C(NS(=O)(=O)c1ccccc1)C(Cl)(Cl)Cl (stereo not given) | -10 | 0.7%
C/C(=N\NC(=O)c1ccc(-c2ccccc2)cc1)c1cccc(N)c1 | 3 | 0.9%
O=C(Cc1ccc(F)cc1)Nc1ccc(S(=O)(=O)N2CCCCC2)cc1 | -8 | 0.1%
CCOC(=O)C(=CNNc1ccsc1C(=O)OC)C(=O)OCC | -6 | -0.6%
CN(C)S(=O)(=O)N(CC(=O)N1CCN(c2ccccc2)CC1)c1ccccc1 | 5 | 6.8%
COc1ccc(CCNc2c(N)n(Cc3ccccc3)c(=O)[nH]c2=O)cc1OC | 14 | -5.0%

The list is partial (hit frequency here may not be typical).
